S2 tox: cell viability loss in ATXN counter-screen; S2 cells (HEK-293 line with an ATXN2-luciferase reporter) viability, CellTiter-Fluor protease fluorescence, 24 h; 400,000 compounds, 0.49% hits; Potency, µM (highest dose often 56.7 µM), actives largely listed as cytotoxic; AID 651635; further: potency means the concentration at half of the fitted maximal effect; nearly all actives have a fitted effect of over 40% in size
IL1B secr inh: inflammasome signaling inhibition, IL-1 beta readout; THP-1 LPS/ATP IL-1B secretion, AlphaLISA, 16 h; stronger effect = lower value; activity change, % at 57.5 µM; 360,000 compounds, 4.7% hits; AID 743279; in the data active means activity change below about -50%; inconclusive means mostly about -30% to -49%; further: on the % scale 0 is the no-effect control and ±100 the full control effect
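THP-1 cells pretreated 1 hr with compounds (up to 57.5 uM final), then stimulated with LPS (250 ng/mL final) plus ATP (1.25 mM final); secreted IL-1B measured by AlphaLISA after 16 hr, decreased signal indicating inhibition.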
HepG2 tox: kills HepG2 cells in TGF-b inhibitor counter-screen; HepG2 CAGA-GFP viability, ATP luminescence, 18 h; Potency, µM (titrated, usually from 46.1 µM), for the others: at the top dose activity change, negative = cytotoxicity, hits mostly cytotoxic; 410,000 compounds, 0.76% hits; AID 588856; further: potency means the concentration at half of the fitted maximal effect; some results filed as inactive show a strong effect at the top dose
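HepG2 CAGA-GFP cells (1000/well, DMEM with 1% FBS) received compound, then TGF-beta at 500 pg/mL final, and were incubated 18 hours at 37 degrees C. Viability was read by CellTiter-Glo luminescence. Media-only wells were set as complete cell-killing and DMSO as no toxicity.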
Nrf2 activator: activators of Nrf2 (ARE) signaling; Potency, µM (highest dose often 46.1 µM), for the others: at the highest dose activation, hits mostly activators; 410,000 compounds, 0.31% hits; AREc32 ARE-luciferase reporter (MCF7-derived line), luminescence, 24 h; further: potency means the concentration at half of the fitted maximal effect; % of control where 0% means no effect; nearly all actives have a fitted effect of over 65% in size
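Luciferase luminescence (Steady-Glo, 30 min at room temperature) served as the read-out of ARE activation in AREc32 cells treated with compounds for 24 hr at 37 deg C.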
MCF10A rerep: induces DNA re-replication in MCF 10a normal breast cells. AID 624296. Potency, µM (titrated, usually from 46.1 µM), for the others: at the top dose activity, positive = re-replication, actives largely listed as activators. 350,000 compounds, 2.9% hits. MCF 10A DNA re-replication, Hoechst nuclear intensity, 48 h; further: potency means the concentration at half of the fitted maximal effect; % of control where 0% means no effect; nearly all actives have a fitted effect of over 50% in size
Nrf2 block: inhibitors of Nrf2 signaling. A549 ARE-Fluc reporter, luciferase luminescence, 18-24 h. Potency, µM (doses to about 46 µM), without a hit: at the highest dose activity change, negative = inhibition, actives largely listed as inhibitors. 360,000 compounds, 2.1% hits; further: potency means the concentration at half of the fitted maximal effect; on the % scale 0 is the no-effect control and ±100 the full control effect; nearly all actives have a fitted effect of over 60% in size
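A549 ARE_Fluc cells (5000/well, 5% FBS OPTI-MEM) pre-incubated 2 h, then treated with compounds 18-24 h at 37C/5% CO2 in concentration-response. CellTiter-Fluor viability read first; BugLite luciferase luminescence after 15 min at room temperature gives Nrf2 activity.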
TGFb SMAD3 inh: blocks TGF-b signaling. HepG2 CAGA-GFP TGF-b/SMAD3 reporter, GFP fluorescence, 18 h; TGF-beta stimulated, 500 pg/mL final. Potency, µM (titrated, usually from 46.1 µM), without a hit: top-dose activity, negative = inhibition, usual class: inhibitors. 410,000 compounds, 1.2% hits; further: potency means the concentration at half of the fitted maximal effect; on the % scale 0 is the no-effect control and ±100 the full control effect; nearly all actives have a fitted effect of over 65% in size
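Inhibition was scored as loss of TGF-beta-induced (500 pg/mL final, 18 hours, 37 degrees C) GFP in HEPG2 cells carrying a CAGA-GFP reporter, in DMEM with 1% FBS. Well GFP was summed per cell; Activity was normalised to unstimulated and stimulated DMSO wells, then concentration-response fitting.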
A549 viability: A549 cytotoxicity, counter-screen for Nrf2 inhibitors; Potency, µM (titrated, usually from 46 µM), without a hit: top-dose activity change, negative = cytotoxicity, most hits filed as inhibitors; 390,000 compounds, 0.16% hits; A549 ARE-Fluc cells, CellTiter-Fluor viability, 18-24 h; further: potency means the concentration at half of the fitted maximal effect; on the % scale 0 is the no-effect control and ±100 the full control effect
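A549 ARE_Fluc cells in 5% FBS OPTI-MEM were exposed to compounds in concentration-response for 18-24 h at 37 deg C. Viability was read by CellTiter-Fluor fluorescence (Ex 405/Em 525) after 30 min, before the luciferase read.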
ATXN2 expr inh: inhibitors of ATXN2 expression | HEK-293 ATXN2-luciferase reporter, luminescence, 24 h | Potency, µM (highest dose often 57 µM), without a hit: at the highest dose activity change, negative = inhibition, most hits filed as inhibitors | 360,000 compounds, 0.72% hits; further: potency means the concentration at half of the fitted maximal effect; on the % scale 0 is the no-effect control and ±100 the full control effect; nearly all actives have a fitted effect of over 55% in size
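ATXN2-luciferase reporter cells (luciferase flanked by upstream and downstream ATXN2 gene portions) were treated 24 h at 37 °C with compounds at up to 57 uM. SteadyGlo luminescence gave expression; GF-AFC fluorescence gave viability.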
* = called active by the depositor; i = inactive; ? = inconclusive; . = not tested or not shown; & = joins results of further samples; [ ] = remark or other dose. Unless noted, the call rests on the fitted dose curve; in most records, active means well fitted curve in the direction sought with a large enough effect; inconclusive means small, poorly fitted or top-dose-only effect, or another doubt; inactive means no such curve, though single readings can be large; an effect the other way counts as inactive or inconclusive.

SMILES | S2 tox | IL1B secr inh | HepG2 tox | Nrf2 activator | MCF10A rerep | Nrf2 block | TGFb SMAD3 inh | A549 viability | ATXN2 expr inh
CCCN1Cc2cccc(C(=O)Nc3ccc(-c4nc5ccccc5[nH]4)cc3)c2C1=O | i | -9.9 | -24.9% | 3.7% | 5.5% | -9.3% | -11.6% | 0.9% | 8.9%
CCOc1ccc(-n2c(SCC(=O)N3CCc4ccccc43)nnc2-c2c[nH]c3ccccc23)cc1 | i | -5.5 | -17.9% | -0.1% | -0.1% | 14.8% | -8.9% | 9.6% | -6.9%
COc1ccccc1NC(=S)N1CCN(C/C=C/c2ccccc2)CC1 | i | -4.8 | -7.8% | 2.2% | 5.1% | 14.8% | 0.0% | -0.1% | -14.0%
COc1ccccc1NC(=S)NC(=O)C1CC1 | i | -10.3 | 13.4% | 2.2% | 3.6% | 3.5% | -3.9% | 2.9% | 18.7%
O=C(c1ccoc1)N1CCC2(CC1)Oc1ccc(F)cc1C(=O)C21CC(c2ccccc2)=NO1 (stereo not given) | i | -20.3 | -10.2% | -0.1% | ? | ? | -18.3% | 1.3% | -14.9%
O=C(O)CC(c1cccc2ccccc12)n1cccc1 (stereo not given) | i | 17.1 | 6.5% | -0.4% | 8.4% | 1.2% | 1.4% | -8.7% | -11.1%
CCn1c(CSCc2ccc(Cl)cc2)nnc1SCC(=O)Nc1cccc(C(=O)O)c1 | i | 1.0 | -1.7% | -0.2% | 2.0% | -13.7% | -1.5% | 6.4% | 4.4%[11.3 µM]
O=C(CSc1nc(=O)n(Cc2ccco2)c2c1CCC2)NCc1ccc(F)cc1 | ? | . | -21.6% | -0.3% | . | . | -27.7% | 0.1% | -13.4%
COC(Cn1cc(C)c(=O)[nH]c1=O)OC | i | 0.0 | 4.3% | 2.3% | -0.7% | -0.2% | 14.4% | 10.7% | -6.8%
Cc1ccc2c(c1)[nH]c1c(=O)n(CCN3CCNCC3)cnc12 | i | 21.9 | -0.1% | 5.2% | ? | 8.8% | -4.7% | -0.1% | 1.4%
Cc1c(NC(=O)C(C)Oc2ccc(Br)cc2)c(=O)n(-c2ccccc2)n1C (stereo not given) | i | 1.9 | -14.7% | -0.4% | 0.4% | -1.8% | 5.7% | 0.8% | -6.4%
COc1ccc(S(=O)(=O)N2C3CCC2CC(NC(=O)NC2CCCCC2)C3)cc1 (stereo not given) | i | -15.4 | -10.1% | 0.3% | ? | -22.2% | -12.2% | -1.9% | 0.2%
Cc1cccc(Nc2cc(C)nc3nc(Cc4ccc(Cl)cc4)nn23)c1 | ? | . | -35.1% | 7.5% | . | -25.7% | ? | 0.7% | ?
CCc1ccc(NC(=O)CSCc2nc(N)nc(Nc3ccccc3CC)n2)cc1 | i | ? | -22.1% | 0.4% | -3.6% | 10.3% | -30.6% | 7.4% | -8.9%
Cc1cc(S(=O)(=O)C(CNC(=O)COc2ccccc2)c2cccs2)ccc1F (stereo not given) | . | . | 4.2% | -1.0% | . | . | 17.9% | -0.3% | .
COCc1c(C(=O)N/N=C\c2ccccn2)nnn1-c1nonc1N | i | 12.4 | -8.8% | 6.9% | -2.0% | -17.4% | 8.2% | -2.3% | -18.5%
c1nc(NCc2ccc3c(c2)OCO3)c2[nH]cnc2n1 | . | . | -35.7% | . | . | -1.6%&2.7% | -15.9% | 16.9%&1.7% | .
COc1ccc(CCNC(=O)c2cc3ccc(Cl)cc3nc2N)cc1 | i | 0.0 | . | 4.8% | . | . | . | . | -14.6%
Cn1c(C2CCCCC2)nc2cc(N)ccc21 | i | 15.1 | -20.8% | 2.4% | -8.9% | 7.0% | -3.7% | 0.4% | .
O=C(O)C(c1ccccc1)N1C(=O)/C(=C\c2ccc(O)c(O)c2)SC1=S (stereo not given) | . | -8.2 | -3.1% | 0.5% | -1.5% | ? | -15.1% | ? | .
CC(C)(C)C(=O)NCCN1C(=O)S/C(=C\c2ccc([N+](=O)[O-])cc2)C1=O | i | -73.0* | -35.2% | ? | ? | -22.8% | 1.4% | -1.7% | .
Cc1cc(C)n(CCc2nc3c4ccccc4nc(N4CCN(c5cccc(C)c5C)CC4)n3n2)n1 | i | . | 15.5% | -0.4% | . | 0.4% | 9.9% | 3.2% | -2.4%
CCOc1cc(/C=N/Nc2nc(N3CCCC3)nc(N3CCCC3)n2)ccc1O | i | -3.8 | 0.2% | 1.5% | 5.5% | -13.3% | ? | 0.3% | -13.1%
CCC(C)Sc1cc(-c2nc3cc(C)ccn3c2NC2CCCCC2)ccc1OC (stereo not given) | ? | -80.7* | -59.0% | -1.6%&-1.9% | ? | ? | ? | ? | ?
CCOC(=O)CSc1nc2ccccc2c(=O)n1CCC(=O)NCCc1ccc(OC)c(OC)c1 | i | -3.4 | 8.1% | -0.3% | ? | 5.4% | 7.3% | -0.3% | 6.0%
COc1ccc(/C=C/C(=O)Nc2sc3c(c2C(=O)NCc2cccnc2)CCCC3)cc1 | . | -25.9 | 3.3% | 0.1% | 10.8% | -13.8% | -16.9% | -11.3% | .
Cc1ccc2sc(NNC(=O)c3ccc4c(c3)OCCO4)nc2c1C | i | 10.5 | -18.9% | 6.9% | 12.3% | -11.2% | -11.6% | -0.1% | ?
O=C(Nc1ccccc1[N+](=O)[O-])c1csnn1 | i | . | -12.5% | 24.2% | . | 11.7% | -5.2% | 0.1% | 11.3%
CCc1ccccc1-n1nnc(-c2nsc(NC(=O)c3ccc(C)c(C)c3)n2)c1C | . | . | -39.8% | -1.5% | . | 8.2µM* | 10µM* | -4.1% | .
Cn1cc(CNC(=O)COc2ccc(Cl)cc2Cl)cn1 | ? | -6.2 | 2.5% | 0.0% | 0.5% | -5.4% | 1.5% | 1.4% | 2.8%
Cc1sc(NC(=S)NC(=O)c2cccs2)nc1-c1ccc(C(C)C)cc1 | ? | 26.8 | 2.2% | 0.1% | -5.0% | . | -14.4% | 1.6% | ?
Cc1ccc(Cl)cc1NC(=O)CSc1nc2c(c(=O)[nH]1)CN(Cc1ccccc1)CC2 | i | . | -14.7% | 0.6% | . | ? | ? | -13.6% | -9.1%
Cc1cc(NC(=O)CN2C(=O)NC(C)(c3ccc(OC(F)F)cc3)C2=O)no1 (stereo not given) | i | 36.7 | 12.3% | 2.0% | -0.8% | . | 1.4% | -6.8% | 4.6%
CCC(c1nnnn1C1CCCC1)N(Cc1cccs1)Cc1cc2cc(C)ccc2[nH]c1=O (stereo not given) | ? | -53.9* | -10.2% | 0.4% | ? | . | 2.9% | ? | 31.6µM*
O=C(NC(=S)N1CCN(Cc2ccc3c(c2)OCO3)CC1)c1ccc(Cl)cc1 | i | -12.5 | -31.8% | 3.5% | ? | -17.6% | -27.2% | -0.6% | 0.0%
Cn1nc(-c2ccc(OCC(=O)Nc3ccccc3)cc2)c2ccccc2c1=O | . | -12.5 | -16.1%&-29.6% | 1.0%&4.2% | 0.6% | ? | -21.2% | -2.8%&-3.3% | .
O=C(NCC1CCCCC1)c1ccccc1[N+](=O)[O-] | i | 31.5 | -0.1% | 0.2% | 0.6% | 1.9% | 6.4% | -6.2% | 14.5%
O=S(=O)(Nc1cc(F)ccc1F)c1ccc2[nH]c3c(c2c1)CCCCC3 | ? | . | 11.2µM* | -2.7% | . | . | ? | -0.8% | ?
CCN(CC)C(=O)c1cccc(NC(=O)C2=COCCO2)c1 | i | -13.0 | -38.4% | -1.3% | -0.6% | 1.0% | -5.8% | -2.5% | .
Cc1ccccc1N=Nc1c(O)n(C)c2ccccc12 | i | 19.5 | -15.5% | 11.5% | -5.5% | 0.4% | -12.2% | 5.3% | .
O[C@@H]1C2CCCC1[C@]1(O)CCCCC1C2 (stereo not given in full) | i | -3.3 | 1.2% | 2.7% | 0.8% | . | 3.0% | -7.3% | -4.5%
COc1ccccc1C1CCN(C(=S)Nc2ccc(Br)cc2)CC1 | i | 3.8 | 22.6% | 2.8% | 15.3% | ? | ? | -6.8% | 0.9%
CCOc1ccc(NC(=O)CS(=O)(=O)c2cn(CC)c3ccccc23)cc1 | i | ? | -0.5% | -1.3% | -1.8% | -3.8% | 10.7% | 3.2% | 4.5%
Cc1nnn(C23CC4CC(CC(CC(=O)Nc5ccc(C)c(C)c5)(C4)C2)C3)n1 | i | -28.5 | -34.5% | -0.3% | 10.1% | -25.7% | -4.2% | -0.2% | 3.7%
N#C/C(=C\Nc1ccccn1)S(=O)(=O)c1ccc(Cl)cc1 | i | -12.9 | -10.5% | -0.4% | 6.2% | ? | -14.0% | 8.6% | 6.4%
O=C(C1CC1)N1CCc2cc(S(=O)(=O)N3CCCc4ccccc43)ccc21 | i | 4.5 | 0.7% | -0.1% | ? | ? | 7.5% | ? | -24.6%
O=C(C1CCN(c2nnc(-n3cccc3)s2)CC1)N1CCc2ccccc2C1 | i | 5.0 | -18.1% | 5.8% | 4.0% | -5.7% | -15.9% | -6.8% | -15.2%
COCCOCC(=O)Nc1ccc(S(=O)(=O)Nc2cc(C)nc(C)n2)cc1 | i | 9.6 | 12.6% | -0.5% | 2.7% | ? | 9.8% | 13.9% | .
CNC(=O)C1(C)Cc2c(-c3ccc(NC(C)=O)cc3)ccnc2O1 (stereo not given) | i | 3.1 | -7.0% | -0.7% | . | . | 33.3% | . | 12.9%

A few values from the list.
CNC(=O)C1(C)Cc2c(-c3ccc(NC(C)=O)cc3)ccnc2O1 (stereo not given) @ ATXN2 expr inh = 12.9%
O=C(C1CCN(c2nnc(-n3cccc3)s2)CC1)N1CCc2ccccc2C1 @ ATXN2 expr inh = -15.2%

Screening data deposited in PubChem BioAssay by National Center for Advancing Translational Sciences (NCATS).

The order is random; about 8.8% have a hit in one of these screens.
